Compound activity (PubChem BioAssay)
ERa SRC1 inh – ER-alpha (human) coactivator binding inhibition | P03372 | TR-FRET ER-alpha LBD / SRC-1 peptide, estradiol-bound | inhibition, % at 25.6 µM | 1.7% of 86,000 active | AID 629; in the data active = inhibition above about 50%;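 also: 0% = receptor plus peptide control and 100% = peptide only without receptor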
Smad3 FoxH1 inh – blocks human Smad3 binding to FoxH1 peptide; P84022; TR-FRET Smad3/Dy647-FoxH1 peptide binding, europium anti-His; inhibition, % at 25 µM; 0.29% of 88,000 active;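 active = compounds that reduce the energy-transfer binding signal between the protein and its labelled peptide by more than half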;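 also: 0% = Smad3 plus labelled peptide maximal FRET and 100% = peptide-only background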
Target sequence (P84022 whole entry, looked up): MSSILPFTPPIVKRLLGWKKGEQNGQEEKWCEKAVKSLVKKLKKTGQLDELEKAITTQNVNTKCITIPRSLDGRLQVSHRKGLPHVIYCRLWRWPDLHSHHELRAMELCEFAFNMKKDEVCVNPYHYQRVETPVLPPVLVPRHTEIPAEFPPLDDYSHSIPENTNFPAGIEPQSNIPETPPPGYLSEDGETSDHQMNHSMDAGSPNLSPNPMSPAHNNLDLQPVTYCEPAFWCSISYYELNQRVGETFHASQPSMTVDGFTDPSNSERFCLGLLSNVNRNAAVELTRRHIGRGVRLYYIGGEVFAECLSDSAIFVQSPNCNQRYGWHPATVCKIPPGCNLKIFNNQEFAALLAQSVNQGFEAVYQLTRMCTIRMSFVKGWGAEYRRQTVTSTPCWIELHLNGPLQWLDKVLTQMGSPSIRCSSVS
ERa SRC1 pot – enhances coactivator binding to human estrogen receptor alpha. TR-FRET ERalpha-LBD/SRC-Cy5 coactivator binding, 2 h; 100 = basal binding, no effect. AID 639. 1.3% of 86,000 active. coactivator binding (% of control), % at 25.6 µM; in the data active = activity above about 200%;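 also: binding measured in presence of low estradiol as agonist stimulus; 0% = peptide alone without receptor and 100% = receptor with peptide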
HUVEC inhibit – inhibitors of human endothelial cell proliferation. HUVEC proliferation, CellTiter-Glo luminescence, 72 h; stronger effect = lower value. viability, % at 10 µM (by protocol). 1.1% of 86,000 active. AID 648;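 active = viability at or below 30%; inactive = viability above 30%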;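 also: 100% = median luminescence of DMSO-only cell control wells on each plate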
sEH activator – activators of human soluble epoxide hydrolase; P34913; activation, % at 2 µM; purified human sEH enzymatic activity, activator screen; 0.04% of 91,000 active; in the data active = activation above about 37%; also: values of inactives mirror those of a sister screen read the other way
Target sequence (P34913 whole entry, looked up): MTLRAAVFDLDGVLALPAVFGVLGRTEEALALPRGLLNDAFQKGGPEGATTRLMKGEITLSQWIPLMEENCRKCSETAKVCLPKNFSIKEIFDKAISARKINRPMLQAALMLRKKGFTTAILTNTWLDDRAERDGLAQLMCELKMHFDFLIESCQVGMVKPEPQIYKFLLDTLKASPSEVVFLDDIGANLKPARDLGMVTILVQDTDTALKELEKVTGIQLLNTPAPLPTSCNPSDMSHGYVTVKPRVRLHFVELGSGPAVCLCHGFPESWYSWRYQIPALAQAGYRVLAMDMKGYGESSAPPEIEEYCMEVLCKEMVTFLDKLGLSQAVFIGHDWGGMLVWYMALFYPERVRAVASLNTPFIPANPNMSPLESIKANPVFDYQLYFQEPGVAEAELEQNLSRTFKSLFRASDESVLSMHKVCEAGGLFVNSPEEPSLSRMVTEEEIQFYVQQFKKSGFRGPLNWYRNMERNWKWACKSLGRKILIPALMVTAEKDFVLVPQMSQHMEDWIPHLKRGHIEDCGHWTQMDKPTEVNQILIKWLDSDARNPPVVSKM
ERb SRC1 inh – blocks coactivator binding to human estrogen receptor beta. Q92731. TR-FRET ER-beta LBD / SRC1-Cy5 peptide binding; receptor agonist-loaded with 1 µM estradiol. inhibition, % at 25.6 µM. 1.3% of 86,000 active. AID 633;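 active = compounds whose percent inhibition of the receptor-coactivator binding signal exceeds about 50% in the single-dose screen, limit read from the data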;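 also: 0% = receptor plus peptide wells without compound and 100% = peptide-only wells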
Calb biofilm kill – kills Candida albicans biofilms; C. albicans biofilm + clotrimazole, Alamar Blue; inhibition, % at 6 µM; AID 834; 0.14% of 85,000 active;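 active = inhibition above 20%; inactive = inhibition below 20%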;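 also: preformed 24 hr biofilms exposed to compound for 48 hr; 0% = biofilm without compound and 100% = blank killed by clotrimazole plus chlorhexidine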
Fibroblast inh – blocks proliferation of human lung fibroblasts; 1.1% of 85,000 active; viability, % at 10 µM; LL 47 human lung fibroblast viability, ATP luminescence; stronger effect = lower value;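 active = viability at or below 50% in the single dose screen; inactive = viability above 50%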;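 also: compound exposure lasted 72 h before the ATP readout; 100% = median luminescence of untreated cell-only wells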
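Material: Human LL 47 lung fibroblast cells | Input: 1,150 cells/well | Buffer or medium: IMEM plus 15% FBS | Compound dosing: 0.1% DMSO in all compound wells | Times: Overnight cell rest, 72 h compound treatment at 37 °C | Signal: CellTiter-Glo luminescence measuring cellular ATP | Measure: % viability versus median cells-only luminescence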
H69AR growth 86K – growth inhibitors of human H69AR lung tumor cells. viability, % at 10 µM. H69AR lung tumor viability, ATP luminescence, 72 h; stronger effect = lower value. 6% of 85,000 active. AID 598;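 active = viability at or below 40%; inactive = viability above 40%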;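 also: multidrug resistant small cell line overexpressing MRP-1 efflux transporter; 100% = mean luminescence of untreated control wells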
* = called active by the depositor; · = no result given; [ ] = another dose, or the depositor's remark. An excerpt. The share of hits here may be higher or lower than overall.

smiles,ERa SRC1 inh,Smad3 FoxH1 inh,ERa SRC1 pot,HUVEC inhibit,sEH activator,ERb SRC1 inh,Calb biofilm kill,Fibroblast inh,H69AR growth 86K
CCOC(=O)c1ccc(NC2=CC(=O)C(=O)c3ccccc32)cc1,-1[fluorescence artefact?],78*,105[fluorescence artefact?],5.4*,8,3,10,3.9*,95
COc1ccc(-n2nnc3c(=O)n(CC(=O)N4CCCC4)cnc32)cc1,-9,0,122,81,4,-6,5,90,82
C/C=C/COC(=O)c1[nH]c2c(c1C)C(=O)CC(c1ccco1)C2 (stereo not drawn),59*,-3,81,42,-11,55*,7,53,29*
O=C(O)c1cc(NCc2ccccc2C(F)(F)F)ccc1N1CCOCC1,4,2,105,98,1,1,8,94,96
CCc1ccc(C(=O)COC(=O)CNC(=O)c2ccco2)cc1,-1,6,136,98,·,-14,5,101,97
CCOc1ccc(OCC)c(S(=O)(=O)NCc2ccccn2)c1,-4,-23,98,105,22,18,-2,100,87
COc1cccc(CNC(=O)C2CCN(S(=O)(=O)c3cccs3)CC2)c1,-2,19,96,87,-5,-2,3,99,102
CCOC(=O)c1c(O)c2c(n(Cc3ccco3)c1=O)CCCC2,-3,3,114,101,·,-11,3,102,102
Cc1c(/C=C/C(=O)c2cccs2)cnn1C,-3,8,94,88,-7,-6,0,98,97
COC(=O)c1cnn2c(C(F)(F)F)cc(-c3ccc(F)cc3)nc12,-11,14,97,102,-3,-13,7,101,100
O=C(c1cccc2ccccc12)N1CCN(c2ccccc2F)CC1,2,-1[fluorescence artefact?],108[fluorescence artefact?],89,-7,-6,8,92,56
O=C(CSc1nnc(SCC(=O)c2ccco2)s1)c1ccco1,60*,-1,67[fluorescence artefact?],101,2,53*,9,98,79
CCOC(=O)CSc1nc2cccnc2n1-c1ccc(F)cc1,21[fluorescence artefact?],-3,79,101,6,9,10,103,88
C=CCOc1cccc(C2C(C(=O)c3ccc(C)o3)=C(O)C(=O)N2c2nccs2)c1 (stereo not drawn),34[fluorescence artefact?],0[fluorescence artefact?],108[fluorescence artefact?],88,6,30,7,93,58
C=CCn1c(SCCCc2ccccc2)nc2c1c(=O)[nH]c(=O)n2C,5,7,79,67,·,-10,16,83,58
COCCNC(=O)c1ccc(CS(=O)(=O)c2c(Cl)cccc2Cl)o1,1,-3,118,93,1,1,-2,99,96
CCn1c(C)cc(=S)c2ccccc21,6[fluorescence artefact?],-1,93[fluorescence artefact?],106,-8,23[fluorescence artefact?],6,104,94
O=C1OC2(CCCCC2)OC(=O)C1=CNc1ccc2c(c1)OCO2,24[fluorescence artefact?],4,104[fluorescence artefact?],89,4,28,3,95,97
CN(C)C(=O)c1ccc(NC(=O)c2cncc(Br)c2)cc1,-2,5,96,99,·,-6,5,112,88
Oc1c(CN2CCN(c3ccc(F)cc3)CC2)cc(Cl)c2cccnc12,0,3,101,5.8*,0,1,1,22*,5.1*
Cc1ccc(C2CC(c3ccc(Cl)cc3)=NNC2=O)cc1 (stereo not drawn),-10,2,78[fluorescence artefact?],123,-15,-1,4,104,100
Cc1ccc(SCc2[nH]nc3c2C2(C(=O)N(C)c4ccccc42)C(C#N)=C(N)O3)cc1 (stereo not drawn),16,-17,103,83,·,22,0,89,62
COCCNC(=O)C(c1cccs1)N(Cc1cccs1)C(=O)Cn1nnc2ccccc21 (stereo not drawn),-28,4,109,97,3,-27[fluorescence artefact?],10,94,92
COc1ccc(-n2ncc3c(NCc4ccco4)ncnc32)cc1,12,-9,88,88,-3,14[fluorescence artefact?],9,103,62
N#CCSc1nc2ccc(N3CCCCC3)cc2c(=O)n1Cc1ccccc1,5[fluorescence artefact?],7,88[fluorescence artefact?],111,6,1[fluorescence artefact?],-4,98,78
Cc1cc(NC(=O)c2c(F)cccc2F)n(-c2nc3ccccc3[nH]2)n1,32,-1,136,72,·,8[fluorescence artefact?],8,85,36*
O=C(Nc1cccc(C(F)(F)F)c1)c1cccnc1N1CCN(CCO)CC1,6,-13,89,95,-6,-3,4,94,75
CCCCOC(=O)Cn1c(=N)n(CCN(CC)CC)c2ccccc21,11,0,113,104,-14,-1,5,104,91
FC(F)(F)c1ccc(N2CCN(c3ncnc4c3nnn4Cc3ccccc3Cl)CC2)cc1,27,-17,104,93,-4,17[fluorescence artefact?],15,97,82
NC(=O)c1cccn1Cc1cccc(Cl)c1,-3,-2,99,95,8,-1,1,96,114
Cc1cc(NC(=O)c2noc3c2CCCCC3)no1,-8[fluorescence artefact?],1,124[fluorescence artefact?],102,·,-12[fluorescence artefact?],10,103,104
N#Cc1nc(-c2ccccc2F)oc1NCc1ccccc1,-12[fluorescence artefact?],-1,102[fluorescence artefact?],114,12,-16,7,86,97
CCc1nnc(NC(=O)CCC(=O)N2CCN(Cc3ccc(Cl)cc3)CC2)s1,11,5,89[fluorescence artefact?],105,0,16[fluorescence artefact?],7,94,84
O=C(Cc1cccs1)Nc1nc(-c2ccc(F)cc2F)cs1,9,4,106,78,2,11[fluorescence artefact?],0,105,86
CC1CCCC(NC(=O)COC(=O)Cc2cn3ccsc3n2)C1C (stereo not drawn),1[fluorescence artefact?],-12,99[fluorescence artefact?],98,3,8[fluorescence artefact?],7,98,88
O=C(c1nn(Cc2ccccc2)c(=O)c2ccccc12)N1CCN(c2ccccn2)CC1,-7,4,114[fluorescence artefact?],82,22,-9,12,102,76
CC(=O)Nc1nc2ccc(C(=O)NC3CCCCC3)cc2s1,-5,-6,118,96,-4,2,2,100,60
CCOC(=O)N1CCN(C(=O)CCc2nc3sc4c(c3c(=O)[nH]2)CCCC4)CC1,-14,0,69,99,·,-10,7,97,96
COc1ccc(Cl)cc1-c1nc(-c2ccncc2)no1,30[fluorescence artefact?],-6[fluorescence artefact?],268*,95,-4,34[fluorescence artefact?],5,104,84
Cc1nc2nc(C)c(CCC(=O)NCCC3=CCCCC3)c(C)n2n1,-15,2,104,91,-24,-17,-1,94,91

The last 2 entries of the section above are carried over, then new ones follow:
smiles,ERa SRC1 inh,Smad3 FoxH1 inh,ERa SRC1 pot,HUVEC inhibit,sEH activator,ERb SRC1 inh,Calb biofilm kill,Fibroblast inh,H69AR growth 86K
COc1ccc(Cl)cc1-c1nc(-c2ccncc2)no1,30[fluorescence artefact?],-6[fluorescence artefact?],268*,95,-4,34[fluorescence artefact?],5,104,84
Cc1nc2nc(C)c(CCC(=O)NCCC3=CCCCC3)c(C)n2n1,-15,2,104,91,-24,-17,-1,94,91
Cc1cc(=O)n(-c2ccc(O)cc2)[nH]1,13,9,109,62,0,9,9,105,89
O=C(c1cccc(F)c1)N1CCN(S(=O)(=O)c2ccc(C(F)(F)F)cc2)CC1,-5,7[fluorescence artefact?],104,111,-4,-1,9,105,92
O=C1NC(=S)SC1=C1CCCC1,46,-2,39,102,8,56*,5,105,79
COC(=O)c1ccc(NC(=O)COc2ccc(S(=O)(=O)N3CCCCC3)cc2)cc1,0,11,91,99,1,10,-3,86,58
CCOC(=O)N1CCC(N2Cc3cccc(C(=O)NCc4ccccc4OC)c3C2=O)CC1,4,-6,89,87,·,10,8,102,42
Cc1[nH]n2c(=O)cc(Cc3ccccc3)nc2c1C#N,4,5,107,85,-1,-1,3,102,96
COCCn1c(-c2cc(OC)c(OC)c(OC)c2)nc2nc3ccccc3nc21,-4,-2,124[fluorescence artefact?],97,·,-13[fluorescence artefact?],4,102,82
CC(C)OC(=O)CSc1nnc2n1C(C)(C)Cc1ccccc1-2,-1,-7,115,109,20,0,0,101,·
CCn1c(Cc2ccccc2)nnc1SCC(=O)Nc1ccc(N2CCOCC2)c(Cl)c1,-1,-3,117,120,-37,-3,·,99,68
O=C(Nc1cccc(C(F)(F)F)c1)c1cnc2n(c1=O)CCS2,2[fluorescence artefact?],8[fluorescence artefact?],285*[fluorescence artefact?],101,-10,6[fluorescence artefact?],9,94,89
COc1ccc(-c2nc(NC(=O)C3CCN(c4nc5ccccc5o4)CC3)sc2C)cc1,4,3,115,59,2,5,4,86,32*
CCOC(=O)COc1ccc2c3c(c(=O)oc2c1C)CCC3,-8,-3,99,100,-4,-2,7,106,90
O=C(Nc1nccs1)c1ccc(Cl)c(S(=O)(=O)N2CCOCC2)c1,-3,1,134,95,-18,3,10,99,78
CC1(C)Cc2c(sc3nc(-c4cc5ccccc5o4)n(N)c(=O)c23)CO1,17[fluorescence artefact?],9[fluorescence artefact?],172,94,11,0,4,81,62
O=C(O)c1cn(-c2ccccc2)c(=O)c2ccccc12,18,1,112,100,-4,-4,-4,101,101
Cn1c(COc2ccccc2)nnc1SCCSc1nnc(COc2ccccc2)n1C,-1[fluorescence artefact?],1,133,88,·,0[fluorescence artefact?],3,94,100
O=C1CN(C(=O)c2ccco2)C(c2ccccc2)c2cc(Cl)ccc2N1 (stereo not drawn),8,3,97,82,-3,2,5,87,47
C=CCN(CC=C)C(=O)CN1C(=O)c2ccccc2C1=O,-3,-11,118,99,-16,-11,7,99,94
O=C(O)CCc1ccc(-c2cccs2)o1,45,-5,35,105,·,40,7,97,101
c1ccc(CSc2nnnn2-c2cccc3ccccc23)nc1,-6,0,102,99,16,-7,4,107,87
Cc1cccc(C)c1NC(=O)CSc1nnc(NC(=O)CN2CCOCC2)s1,-3,-9,100,100,-4,21,2,97,91
COc1cccc(N2C(=O)C(c3ccccc3)=C(c3nc4ccccc4s3)C2NC(C)=O)c1 (stereo not drawn),3[fluorescence artefact?],19,102[fluorescence artefact?],83,1,-2,10,86,91
CCCNC(=S)N1CCC(NC(=O)C23CC4CC(CC(C4)C2)C3)CC1,-3,3,108,105,1,-4,7,100,101
O=C(CN1CCC(C(=O)c2ccc3c(c2)OCCO3)CC1)NC1CCCC1,-4,0,115,64,-3,-8,4,88,80
COC(CNC(=O)Cn1ncc2ccsc2c1=O)OC,-8,8,94[fluorescence artefact?],94,7,-8,6,99,101
CCCC(C)C(=O)N(Cc1ccccc1)c1ccccn1 (stereo not drawn),-1,-6,116,90,3,-30,5,94,101
O=C(Nc1ccc2c(c1)N(Cc1ccccc1)C(=O)c1ccccc1S2)NC1CC1,6,-16,166[fluorescence artefact?],73,1,11,-2,94,98
CNC(=O)OC(C)CNS(=O)(=O)c1ccc(C)cc1 (stereo not drawn),7,-15,107[fluorescence artefact?],97,4,-7[fluorescence artefact?],6,107,93
CC1CCN(CCNC(=O)c2ccc(NC(=O)C3CCCO3)cc2)CC1 (stereo not drawn),-9,0,120,95,·,-8,7,95,104
COc1ccc(OC)c(C(=O)COC(=O)c2ccccc2O)c1,1,11,112,86,·,6,1,95,68
O=C(CSc1nc2ccccc2o1)NC(=O)NCc1ccco1,30,5,96,102,4,32,9,101,97
O=C(NC1CCCCC1)C1CCN(C(=O)NCc2ccccc2)CC1,-13,8,125,107,·,-13,9,100,103
CC(C)(C)C(=O)COC(=O)c1ccc(O)cc1,7,0,123,86,4,0,5,97,92
